Assay outcomes from PubChem.
Polio RdRp inh: poliovirus RdRp elongation inhibitors, primary screen, biochemical, fluorescence polarization, total intensity. Genome polyprotein (Poliovirus type 1 (strain Mahoney)), P03300. poliovirus polymerase elongation; stronger effect = lower value. % elongation, % (compound at 16.7 µg/mL). 0.66% of 150,000 active. AID 588519, 2011; in the data active = % elongation below about 90%; also: some results filed as inactive read as strong as hits
Target sequence (P03300 1749-2209 limits assumed): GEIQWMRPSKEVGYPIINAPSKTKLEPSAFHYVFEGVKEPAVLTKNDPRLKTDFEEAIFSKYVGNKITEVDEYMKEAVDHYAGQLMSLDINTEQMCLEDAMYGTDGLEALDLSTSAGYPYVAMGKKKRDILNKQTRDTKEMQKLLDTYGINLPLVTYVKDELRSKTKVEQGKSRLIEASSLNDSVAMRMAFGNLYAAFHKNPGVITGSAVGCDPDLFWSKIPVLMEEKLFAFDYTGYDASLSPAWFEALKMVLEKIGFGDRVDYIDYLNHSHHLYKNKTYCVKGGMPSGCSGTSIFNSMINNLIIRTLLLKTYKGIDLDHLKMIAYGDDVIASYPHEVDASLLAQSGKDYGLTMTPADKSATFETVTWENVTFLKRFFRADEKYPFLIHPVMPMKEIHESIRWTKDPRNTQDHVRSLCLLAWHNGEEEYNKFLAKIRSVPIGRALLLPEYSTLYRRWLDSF
Polio RdRp inh FP z-score: also measured in Polio RdRp inh; calls as there; z-score; measured here: FP z-score; hits read low
The depositor's hits bear a star. Only part of the results is shown, so the mix of outcomes need not match the whole.

SMILES	Polio RdRp inh	Polio RdRp inh FP z-score
OC1CCN(c2cc(-c3ccccc3)nc3cc(-c4cccc(Cl)c4)nn23)CC1	102	0.2
O=S1(=O)CC2SC(=S)N(c3cccc(O)c3)C2C1 (configuration not stated)	103	0.8
O=C(Nc1cc2ccccc2oc1=O)c1ccc(Cl)cc1	103	0.4
CCOC(=O)CCc1ccc(C(=O)C(F)(F)F)o1	99	0
COc1ccc(CNC(=O)C2CCN(S(=O)(=O)c3c(C)noc3/C=C/c3ccccc3F)CC2)cc1	104	-0.6
C=CCOc1ccc(CNc2ccc3[nH]c(=O)[nH]c3c2)cc1	100	-1.2
CCOC(=O)CSc1nnc(CNC(=O)Cc2ccccc2)n1-c1ccc(OC)cc1	101	0
CCCOc1ccc(C2c3c(-c4ccccc4O)n[nH]c3C(=O)N2CCc2ccccc2)cc1OCC (configuration not stated)	111	1.1
CC1=C(C)C(=O)C(N2CCN(Cc3ccccc3)CC2)=CC1=O	104	0.3
Cc1ccc(C)c(N2CCN(C(=O)c3cccn3-c3nnc(N4CCCCC4)s3)CC2)c1	105	-0.5
Cc1ccc(-c2c(O)c3cc(C)c(C)cc3c3oc(=O)sc23)cc1	103	0.4
O=C(O)C1CCN(c2cnccn2)CC1	105	1.7
O=C1C(C=NCc2ccco2)=C(O)c2ccccc21	100	0.2
COc1ccc(C(=S)N2CCC(C)CC2)cc1	98	-0.5
Brc1ccccc1C1OCC2(CO1)COC(c1ccccc1Br)OC2 (configuration not stated)	106	0.3
Cc1cccc(Nc2ncc3ncn(-c4cccc(C)c4)c3n2)c1	100	-0.1
Cc1ccsc1CCNC(=O)c1cc(-c2ccc(Cl)cc2)n[nH]1	102	0.2
Cc1ccccc1NC(=O)c1c(NC(=O)c2ccco2)sc2c1CCC2	98	-0.9
CCOc1cc(-c2nnc(SCC(=O)Nc3ccc(F)c(F)c3)nc2-c2ccc(OC)c(OCC)c2)ccc1OC	115	1.3
COc1ccc(CNC(=O)c2cnn3cc(Br)cnc23)cc1	101	-0.3
CC(=O)Nc1c(C(=O)O)[nH]c2ccccc12	100	-0.3
O=C(c1cccc(Cl)c1)N(Cc1cc2ccccc2[nH]c1=O)C1CCCCC1	102	-0.1
CN(C(=O)CSc1nnnn1C)c1ccccc1	104	0.1
Cc1cc(/C=C2/C(=O)NC(=S)N(Cc3ccco3)C2=O)c(C)n1C1CCCCC1	100	-0.1
CNCC(O)Cn1c2c(c3ccccc31)CCCC2 (configuration not stated)	106	0.3
Cc1cc(-c2nc3ncccc3o2)ccc1NC(=O)c1ccc(Br)cc1	103	-0.1
COC(=O)c1cc2c(ccn2-c2ccc(F)cc2)n1CC(=O)N1CC(C)CC(C)C1 (configuration not stated)	102	-0.1
Cc1ccc(Sc2ccc(C(=O)O)cc2NC=O)cc1	102	0.2
O=C(O)c1cc(O)c(O)c(O)c1	100	0.3
NC(=O)CCc1c[nH]c2ccccc12	100	-0.5
CC(C(=O)OCc1ccc(F)cc1)N1C(=O)c2ccccc2C1=O (configuration not stated)	109	0.2
Cc1ccc(-c2cc(=O)[nH]c3ccccc23)cc1	106	0.3
Cc1ccc(SCC(=O)Nc2nc(-c3cccs3)cs2)cc1	109	1.1
COc1ccc(NC(=O)NCCn2nnc3cc(S(=O)(=O)N(C)C)ccc32)cc1	105	-0.3
Cc1ccccc1NC(=O)Nc1cccs1	114	1
Cc1cc(C)cc(C(=O)n2nc(C)c(S(=O)(=O)N3CCCCCC3)c2C)c1	100	-1.6
CCOCCn1ccc2c(OCC(=O)NC3CCCCC3)cccc2c1=O	102	-0.3
Cc1ccccc1C(=O)NCC(c1ccc(N(C)C)cc1)N1CCCC1 (configuration not stated)	106	0
O=c1[nH]c(CN2CCN(S(=O)(=O)c3ccc4c(c3)OCCO4)CC2)nc2ccsc12	104	0.4
Cc1cc(C)c2nc(-c3ccco3)cc(C(=O)O)c2c1	96	-1.9
COc1ccc(-c2noc(CSCC(=O)Nc3ccc(C)cc3Br)n2)cc1OC	106	-0.1
O=C(Cn1nc(-c2ccccc2)c2cnc3ccccc3c21)Nc1ccccc1	109	1.2
CCn1c(-c2ccccc2)c(C(=O)Cn2cc(C)sc2=N)c2ccccc21	101	0
Cc1nc(SC(C(=O)c2ccccc2)c2ccccc2)nc2ccccc12 (configuration not stated)	103	0.3
Cc1cc(C)c(NC(=O)CC#N)c(C)c1	101	0
CCC(=O)Oc1ccc2[nH]c(C)c(C)c2c1	102	0.2
Cc1cc(C)c(COc2ccc3c(c2C)OC(C)(C)CC3=O)c(C)c1	107	0.5
CC1(C)Oc2[nH]c(=O)[nH]c(=O)c2C2c3ccccc3OCC21 (configuration not stated)	104	0.8
CCc1ccccc1NC(=O)CSc1nc2c(c(=O)n(C)c(=O)n2C)n1C	100	-0.7
CC(C)c1nc2ccccc2n1CCOc1ccccc1	102	0
Cc1ccc(N2CCN(C(=O)c3c4c(nc5ccccc35)C(=O)N(C3CCCCC3)C4)CC2)c(C)c1	105	0
O=C1NC(=O)C(=C2CCCCC2)S1	105	0.3
c1ccc(Nc2nc3ccccc3n3nnnc23)cc1	97	-1.7
CCn1cc(C(=O)NCCc2ccc(C)cc2)c(=O)c2cc(S(=O)(=O)N(C)C)ccc21	100	-0.7
COC(=O)c1c(C)cc(O)c(C)c1O	100	0.2
CC(C)CN(CC(C)C)S(=O)(=O)N1CCC(C(=O)NCc2cccs2)CC1	101	-0.2
CC1=NC(C)(C)Cc2ccccc21	102	-0.1
CC(OC(=O)c1cccnc1SC(C)C(=O)NC1(C#N)CCCCC1)C(=O)NC1(C#N)CCCCC1 (configuration not stated)	106	0.3
CCOc1ccccc1NC(=O)C(C)Sc1nc2c(c(=O)[nH]1)CCCC2 (configuration not stated)	107	0
CCN(Cc1ccccc1)c1ccc(/C=N/n2cnnc2)cc1	103	0.8

Arranged by molar mass (high to low): some entries from above
SMILES	Polio RdRp inh	Polio RdRp inh FP z-score
CC(OC(=O)c1cccnc1SC(C)C(=O)NC1(C#N)CCCCC1)C(=O)NC1(C#N)CCCCC1 (configuration not stated)	106	0.3
Cc1ccc(N2CCN(C(=O)c3c4c(nc5ccccc35)C(=O)N(C3CCCCC3)C4)CC2)c(C)c1	105	0
CC(C)CN(CC(C)C)S(=O)(=O)N1CCC(C(=O)NCc2cccs2)CC1	101	-0.2

Next results follow.
SMILES	Polio RdRp inh	Polio RdRp inh FP z-score
CCOC(=O)c1c(NC(=O)Cc2coc3ccc(CC)cc23)sc2c1CCC2	-3.0*	-8.5*
O=C(COC(=O)Cn1cnc2ccccc21)Nc1c(F)cccc1F	101	0
CCn1c2ccccc2c2cc(C3C(C(=O)OC)=C(C)NC4=C3C(=O)CC(c3ccco3)C4)ccc21 (configuration not stated)	102	0.6
O=C(Nc1ncccn1)c1cc(-c2ccc(F)cc2)nc2ccccc12	100	-0.9
CCN(CC)c1ncc2c(NCc3ccccc3)nc(SCc3ccccc3)nc2n1	101	-0.4
Cc1cc(N2CCN(C)CC2)nc(SCC2COc3ccccc3O2)n1 (configuration not stated)	106	0.5
CCCCC(=O)N(c1ccc2oc(C)c(C(C)=O)c2c1)S(=O)(=O)c1ccc(F)cc1C	103	-0.2
COC(=O)C(C)Sc1nc2ccsc2c(=O)n1Cc1ccccc1 (configuration not stated)	99	-0.5
COC(=O)N1CC2CC(C1)c1cccc(=O)n1C2 (configuration not stated)	101	0.1
Cc1cc(C)cc(NC(=O)CSc2nc3sc4c(c3c(=O)[nH]2)CCCC4)c1	101	-0.3
CCCC1C2c3ccccc3C(c3ccccc32)C1C(=O)Nc1ccccc1OC (configuration not stated)	107	0.4
CCOc1cccc2cc(-c3cn4c(n3)sc3cc(C)ccc34)c(=O)oc12	107	0.3
COCCOc1ncc(NC(=O)CSCC(=O)O)cc1C(F)(F)F	102	0.2
c1ccc(CSc2ncnc3c2cnn3-c2ccccc2)cc1	103	0.2
CCOC(=O)c1ccc(NC(=O)c2cn(-c3ccccc3)nc2-c2ccc(Br)cc2)cc1	108	0.4

Record cards (already shown):
Entry for Cc1cc(C)c2nc(-c3ccco3)cc(C(=O)O)c2c1 → Polio RdRp inh = 96; Polio RdRp inh FP z-score = -1.9
Entry for CC(=O)Nc1c(C(=O)O)[nH]c2ccccc12 → Polio RdRp inh = 100; Polio RdRp inh FP z-score = -0.3

(cont.)
SMILES	Polio RdRp inh	Polio RdRp inh FP z-score
CCCCCCSc1s[nH]c(=O)c1C#N	99	-0.2
CC(CC(=O)NC1CCCC1)c1ccccc1 (configuration not stated)	101	-0.1
COc1cccc(CNC(=O)Cn2nc(C)n3c(cc4cc(C)ccc43)c2=O)c1OC	111	1.5
CSc1cccc(NC(=O)CN(Cc2ccccc2)S(C)(=O)=O)c1	100	-0.4
COc1ccc(N(C(=O)Nc2ccccc2N)C(C)C2C(C)(C)C2(C)C)cc1 (configuration not stated)	110	1
Cc1ccc(Nc2nn3c(=O)c4ccccc4nc3s2)cc1	101	0.1
Cc1c(C(=O)NN)oc2ccccc12	98	-0.4
O=C(Cn1c(SCC(=O)Nc2nccs2)nc2ccccc21)NCc1ccccc1	102	0.2
Cc1noc(C)c1COc1ccc(CC(=O)Nc2ccccc2N2CCOCC2)cc1	100	-0.4
O=C(Nc1ccon1)c1cccc(Cl)c1	100	-0.6
CC(C)(C)S(=O)(=O)/C(C#N)=C/N1CCC(n2cccc2)CC1	107	0.7
COc1cc(C2SC[C@H]3C(=O)N(c4ccccc4)C(=O)N23)cc(OC)c1OC (some centres not stated)	103	-0.2
CNS(=O)(=O)c1cccc(C(=O)OCC(=O)c2cc(C)n(C)c2C)c1	101	-0.3
COc1cccc2c1OC1=C(C(=O)CC(C)(C)C1)C2CC(=O)c1ccc(F)cc1 (configuration not stated)	102	0.2
COc1ccc(NC(=O)CSc2nc3nc(C)c(Cc4ccccc4Cl)c(C)n3n2)cc1OC	111	0.4
CCN(CC)S(=O)(=O)c1nnc(NC(=O)c2ccc(C(C)C)cc2)s1	105	-0.9
OCC(CO)(CO)NCc1ccc(Cl)cc1Cl	102	-0.1
COCCCNC(=O)c1cc2c(=O)n3cccc(C)c3nc2s1	102	-0.8
C/C(=N\NC(N)=O)c1csc2ccccc12	103	0.3
CCN1CCN(CC2CCCCC2)CC1	100	-0.5
Cc1ccc(Cn2c(-c3ccccc3)nc3ccccc32)cc1	111	0.8
O=C(NCCCN1CCCC1=O)c1cc(=O)c2ccccc2o1	98	-2
NC(=O)NC(=O)C(Sc1ncccn1)c1ccccc1 (configuration not stated)	107	0.5
O=C(Cn1c(=O)c2ccccc2n(CC(=O)Nc2ccccc2F)c1=O)NCCc1ccccc1	102	-1.8
CC(C)(C)c1cc(C(C)(C)C)c2oc(=O)c(-c3nc4ccccc4[nH]3)cc2c1	103	-0.6
CSc1nnc(CNC(=O)NCc2ccccc2)n1C	101	-0.1
Cn1cc(C(=O)N2CCCC2)c(=O)c2cc(S(=O)(=O)N3CCCC3)ccc21	101	-0.3
COc1cccc(N2CCN(C(=O)CNC(=O)C34CC5CC(CC(C5)C3)C4)CC2)c1	95	-0.4
COc1ccc(-c2c(C)nn3c(N)c(-c4ccccc4)cnc23)cc1	103	0
COc1cc2c(cc1OC)CN(CN1C(=O)CC3(CCCC3)C1=O)CC2	102	0

Look-ups from the entries so far.
Under Polio RdRp inh, Cc1cc(C)cc(C(=O)n2nc(C)c(S(=O)(=O)N3CCCCCC3)c2C)c1 is entered as 100
Under Polio RdRp inh FP z-score, COc1ccc(NC(=O)NCCn2nnc3cc(S(=O)(=O)N(C)C)ccc32)cc1 is entered as -0.3

Next results:
SMILES	Polio RdRp inh	Polio RdRp inh FP z-score
CC(c1ccncc1)N(CCN(C)C)C(=S)Nc1cc(F)cc(F)c1 (configuration not stated)	104	1.6
CCCCn1c(=N)n(CCOc2ccccc2OC)c2ccccc21	103	0
O=C(CN1C(=O)c2ccccc2C1=O)OCc1cc(=O)n2ccsc2n1	104	1.2
Cc1noc(C)c1CSc1ccccc1C(=O)N1CCN(C(=O)c2ccco2)CC1	108	0.6
CCOC(=O)Cc1ccc(NC(=O)c2ccc(OC)c(OC)c2)cc1	100	0
COc1ccc(CC(=O)NCC(c2cccs2)S(=O)(=O)c2ccc(C)cc2)cc1 (configuration not stated)	113	1.2
CN(C(=O)CSc1nc2ccc(NC(=O)c3ccccc3F)cc2s1)c1ccccc1	119	2.7
COc1ccc(Oc2c(C(F)(F)F)oc3c(CN4CCCC(C)C4)c(O)ccc3c2=O)cc1 (configuration not stated)	104	0.1
COc1ccc2c(c1)CCC1C2=NN(C(C)=O)C1c1ccccc1 (configuration not stated)	100	-0.5
CCCCN(CC)CCCNC(=O)CN1C(=O)CSc2ccc(S(=O)(=O)N3CCOCC3)cc21	117	1.7
O=C(CSc1nc2cc(Cl)ccc2o1)NC1CCCC1	103	0.8
CCOc1ccccc1C(=O)Nc1cc(-c2ccc(C)cc2)no1	105	-0.5
CCc1nonc1NC(=O)c1oc2ccc(C)cc2c1C	110	0.3
Cc1ccc(S(=O)(=O)N(C)c2ccccc2C(=O)N2CCCC2)cc1	100	-0.4
CCN(CC)C(=O)N(C)Cc1ccccc1	103	1.7
CCc1ccc(C2CC(=O)Nc3c2c(=O)n(C)c2ncnn32)cc1 (configuration not stated)	102	-0.7
